# aGal spleen mod – qHTS Assay for Inhibitors and Activators of Human alpha-Galactosidase From Spleen Homogenate; Potency, µM (series often up to 80 µM), for the others: at the highest dose activity change, negative = inhibition, actives largely listed as inhibitors; hit rate 0.008% among 240,000; AID 2107, 2009; human spleen homogenate, 4MU-alpha-Gal fluorescence, 40 min; Alpha-galactosidase A (Homo sapiens), P06280;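 note: potency is the fitted concentration of half-maximal effect; 0% = enzyme with vehicle and -100% = no enzyme basal signal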
# Target sequence (P06280 32-429 limits assumed): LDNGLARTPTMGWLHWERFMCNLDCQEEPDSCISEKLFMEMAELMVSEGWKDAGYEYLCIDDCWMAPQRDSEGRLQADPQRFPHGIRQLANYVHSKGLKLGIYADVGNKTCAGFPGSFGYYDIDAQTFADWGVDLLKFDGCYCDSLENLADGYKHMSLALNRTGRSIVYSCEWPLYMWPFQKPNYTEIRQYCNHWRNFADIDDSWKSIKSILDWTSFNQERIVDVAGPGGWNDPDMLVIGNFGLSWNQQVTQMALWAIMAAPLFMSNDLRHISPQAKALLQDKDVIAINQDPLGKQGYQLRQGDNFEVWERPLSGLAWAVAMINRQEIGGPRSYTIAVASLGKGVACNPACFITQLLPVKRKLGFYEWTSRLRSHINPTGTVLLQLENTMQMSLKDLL
#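 Spleen homogenate 1 ug + cpd (titration) + 4-MU-alpha-D-galactopyranoside 1 mM; 37C 40 min; 50 mM citrate/phosphate pH 5.0, 0.01% Tween-20; stop pH 10; fluorescence 365/440; AC50 via Hill.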
# IMPase Li inh – qHTS Assay for Identifying the Cell-Membrane Permeable IMPase Inhibitors: Potentiation with Lithium; hit rate 0.35% among 210,000; CHO-M1 cells, IP1 TR-FRET (IP-One), carbachol + lithium; Potency, µM (doses to about 59.4 µM), inactives show at the highest dose activity, negative = IMPase inhibition, most hits filed as inhibitors;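 note: IP1 builds up when IMPase is blocked and the TR-FRET signal falls; potency is the fitted concentration of half-maximal effect; plate controls were basal vehicle for no effect and high inhibitor control for full effect; nearly all actives have a fitted effect of over 50% in size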
#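 Lithium-sensitised IP1 accumulation assay; M1-expressing CHO cells treated 30 min at 37C with compound. Competitive antibody detection by time-resolved FRET followed a 10 min room-temperature lysis step.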
# NPSR antag – qHTS Assay for Antagonists of the Neuropeptide S Receptor: cAMP Signal Transduction | Q6W5P4 | hit rate 1% among 220,000 | Potency, µM (series often up to 38.3 µM), for inactives: at the highest dose activity change, negative = inhibition, usual class: inhibitors | CHO-NPSR cells, cAMP TR-FRET, antagonist mode; note: potency is the fitted concentration of half-maximal effect; % is set by controls: 0 for no effect and ±100 for the full control effect; nearly all actives have a fitted effect of over 50% in size; many of its hits are not listed in these tables
# CBFb-RUNX1 inh – qHTS Assay for Compounds Blocking the Interaction Between CBF-beta and RUNX1 for the Treatment of Acute Myeloid Leukemia. Runt-related transcription factor 1 (Homo sapiens) + Core-binding factor subunit beta …. AlphaScreen CBFb-His/RUNX1-biotin binding, biochemical. Potency, µM (top dose mostly 59.8 µM), for inactives: top-dose activity, negative = inhibition, most hits filed as inhibitors. 230,000 tested, under 10 active. AID 1477, 2009; note: % of control where 0% means no effect
# Target sequence (Q01196 whole entry, looked up): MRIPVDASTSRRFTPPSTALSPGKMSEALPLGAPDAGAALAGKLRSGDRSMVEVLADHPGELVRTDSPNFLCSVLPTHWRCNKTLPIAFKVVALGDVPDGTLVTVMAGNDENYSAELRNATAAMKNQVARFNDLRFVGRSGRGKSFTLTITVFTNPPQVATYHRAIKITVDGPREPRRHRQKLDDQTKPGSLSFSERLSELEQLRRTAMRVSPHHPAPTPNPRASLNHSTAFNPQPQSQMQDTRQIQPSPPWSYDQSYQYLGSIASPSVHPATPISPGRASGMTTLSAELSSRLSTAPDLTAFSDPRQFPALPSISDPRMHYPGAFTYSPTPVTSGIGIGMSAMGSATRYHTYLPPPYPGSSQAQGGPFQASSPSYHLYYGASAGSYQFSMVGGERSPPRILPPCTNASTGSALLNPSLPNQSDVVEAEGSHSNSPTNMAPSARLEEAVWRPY
# Target sequence (Q13951 whole entry, looked up): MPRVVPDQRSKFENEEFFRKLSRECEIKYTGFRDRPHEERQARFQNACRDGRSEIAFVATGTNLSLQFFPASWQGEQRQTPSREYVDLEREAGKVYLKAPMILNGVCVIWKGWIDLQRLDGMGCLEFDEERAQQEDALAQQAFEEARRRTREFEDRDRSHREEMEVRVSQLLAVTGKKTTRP
#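 Inhibition was taken as any reduction in AlphaScreen signal from the CBF-beta–RUNX1 pair (His and biotin tags, 30 nM each), measured after compound (15 min) and bead (90 min) incubations at room temperature.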
# Epigenetic derep – Quantitative High-Throughput Screen for Regulators of Epigenetic Control. AID 1865, 2009. Potency, µM (doses to about 53.9 µM), inactives show at the highest dose GFP activation, actives largely listed as activators. murine LDR cells, GFP reporter derepression, 30 h. hit rate 0.2% among 280,000; note: potency is the fitted concentration of half-maximal effect; % of control where 0% means no effect; nearly all actives have a fitted effect of over 60% in size
#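 Murine LDR cells bearing a silenced CMV-driven GFP reporter were exposed to compound for 30 h at 37 C. After PBS washes, GFP-positive cells (20-120 um objects) counted by laser-scanning microplate cytometry.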
# KinaseGlo FLuc – Counterscreen for Luciferase (Kinase-Glo TM) Inhibition. hit rate 0.28% among 200,000. AID 1379, 2008. Potency, µM (series often up to 38.3 µM), for inactives: at the highest dose activity change, negative = inhibition, hits mostly inhibitors. Luciferin 4-monooxygenase (Photuris pensylvanica), Q27757. Kinase-Glo luciferase, ATP luminescence, 8 min; note: potency is the fitted concentration of half-maximal effect; % is set by controls: 0 for no effect and ±100 for the full control effect; nearly all actives have a fitted effect of over 60% in size
#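 Light output from Kinase-Glo luciferase with luciferin and 10 uM ATP in 50 mM imidazole pH 7.2, KCl, MgCl2, Tween 20, BSA; compound pin-delivered, 8-min ambient incubation, then luminescence read.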
# Lamin A splicing – qHTS Assay for Modulators of Lamin A Splicing; HeLa LMNA splicing GFP/RFP minigene ratio, 48 h; Potency, µM (highest dose often 46.1 µM), for inactives: at the highest dose ratio change, negative = inhibition, usual class: inhibitors; hit rate 0.01% among 200,000; AID 1487, 2009; active = well fitted inhibition curve with a large enough effect in the signal ratio, with a control signal flat, not every such curve was filed as active; inconclusive = small, poorly fitted or top-dose-only effect, or effect the other way, or a change in a side signal; the % refers to the signal ratio; note: potency is the fitted concentration of half-maximal effect; % is set by controls: 0 for no effect and ±100 for the full control effect
#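 S3 HeLa stable clones carrying a lamin A-EGFP splicing minigene plus DsRed2 were seeded at 600 cells/well in Opti-MEM with 2% FBS, pin-dosed and incubated 48 h at 37°C. Acumen cytometry (488 nm) gave the GFP/RFP total-intensity ratio.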
# Numbers without * were called inactive; ? = inconclusive; nt = no result given; & = joins results of further samples; [ ] = another dose, or the depositor's remark. Unless noted, calls come from the whole dose curve; as a rule, active = well fitted curve in the direction sought with a large enough effect; inconclusive = small, poorly fitted or top-dose-only effect, or another doubt; inactive = no such curve, though single readings can be large; an effect the other way counts as inactive or inconclusive. Some of the compounds tested (hit frequency here may not be typical).
SMILES	aGal spleen mod	IMPase Li inh	NPSR antag	CBFb-RUNX1 inh	Epigenetic derep	KinaseGlo FLuc	Lamin A splicing
Cc1ccc(NC(=O)Cn2nc(C)c(S(=O)(=O)N(C)C)c2C)cc1C	7%	-2%	9%	0%	-0.3%	1%	-15%[46 µM]
COc1ccc(COC(=O)c2n[nH]c3ccccc23)cc1F	-1%	3%	-19%[46.1 µM]	8%	-2.2%	4%	?
CCC(CC)c1nnc(NC(=O)c2c(-c3ccccc3)noc2C)s1	-1%	0%[38.3 µM]	-7%[46.1 µM]	-8%	0.2%	4%	3%
O=C(CCC(=O)c1cccs1)OCc1nc2ccccc2s1	15%	-10%[38.3 µM]	1%[46.1 µM]	4%	4.0%	-5%	3%
CCOc1ccc2cc(C3CC(c4ccco4)=NN3S(C)(=O)=O)c(Cl)nc2c1 (stereo not given)	1%	nt	15%[7.67 µM]	-3%	-1.4%	nt	nt
O=C(CCC1CCCCC1=O)c1ccccc1 (stereo not given)	5%	2%[38.3 µM]	6%[46.1 µM]	4%	-0.9%	-1%	6%
Cc1c(Cc2ccccc2)c(=O)oc2c(C)c(OCc3nn[nH]n3)ccc12	-1%	-17%[38.3 µM]	2%[46.1 µM]	2%	0.7%	-2%	2%
Cc1ccc(NC(=S)N(C)C)cc1C	-3%	nt	-14%	3%	0.1%	nt	nt
O=[N+]([O-])c1cccc(I)c1	-15%	-1%	nt	5%[21.7 µM]	nt	nt	nt
Cc1cccc(OC(=O)c2ccc3nccnc3c2)c1	1%	20%[38.3 µM]	-9%[46.1 µM]	-3%	-0.7%	18%	-5%
COC(=O)N[C@@H](CCc1ccccc1)[C@]1(C(C)=O)CCCC1=O	9%	18%	nt	-14%	-1.1%	-3%	nt
CCOC(=O)N1C(=O)C2(CCCCC2)N(c2ccccc2Cl)C1=S	0%	8%	-18%	-5%	-1.3%	-7%	?
Nc1ncncc1-c1ccc2ccccc2c1	-4%	nt	7%	8%	-0.9%	nt	nt
CCCN1C(=O)c2cc(C(=O)Nc3ccccc3C)ccc2C1Nc1ccccc1C (stereo not given)	-8%	nt	-20%	1%	-1.1%	nt	nt
CCOC(=O)C1=C(C)Nc2nc(SC)nn2C1c1ccc(C(=O)OC)cc1 (stereo not given)	0%	14%[38.3 µM]	-6%[46.1 µM]	-3%	0.0%	4%	-3%
N#C/C(=C\c1c[nH]c2ccccc12)C(=O)NCC1CCCO1 (stereo not given)	-18%	4%	6%	1%	4.2%	-1%	0%[46 µM]
O=C(CCC(=O)N(c1cccc(F)c1)C(C(=O)NC1CCCC1)c1ccncc1)Nc1cccnc1 (stereo not given)	-9%	-3%	-1%[46.1 µM]	-2%	-2.0%	2%	-13%
CCOC(=O)c1ccc(NC(=O)CCC(CC)C(=O)O)cc1 (stereo not given)	-6%	12%[38.3 µM]	-6%[46.1 µM]	19%	-2.9%	-2%	-2%
CCN1CCCC1CNC(=O)c1cc2c(=O)n(C)c3ccccc3c2n1C (stereo not given)	-2%	33%[activator][38.3 µM]	-5%[46.1 µM]	25%	-0.8%	-2%	-7%
COc1cccc(/C=N/Nc2ccc(C(=O)O)cc2)c1O	1%	14%	-34%	2%	0.5%	8.9µM*	13%[46 µM]
CC(=O)Nc1ccc(NC(=O)c2ccccc2S(=O)(=O)c2ccc([N+](=O)[O-])cc2)cc1	0%	22%	23%	-1%	0.0%	0%	nt
CCCS(=O)(=O)N1CCN(Cc2ccco2)CC1	3%	-5%[38.3 µM]	-15%[46.1 µM]	2%	-2.7%	-1%	?
COc1ccc(/C=C(\C#N)C(=O)OCC(=O)Nc2ccc(C(C)(C)C)cc2)cc1	-7%	-2%	10%	5%	-3.0%	-2%	?
COc1ccc(CC2(CO)CCN(CC3=Cc4cc(Cl)ccc4OC3)CC2)cc1	2%	2%	13%	4%	-0.1%	0%	2%[46 µM]
Cc1oc2ccc(O)c(CN3CCOCC3)c2c1C(C)O (stereo not given)	7%	21%	-1%[46.1 µM]	11%	-1.2%	-3%	-7%
CCOC(=O)N/N=C1/C[C@@H](O)[C@@H](O)[C@@H]2[C@@H]3C(=O)N(c4cccc(Oc5ccccc5)c4)C(=O)[C@H]3CC[C@@H]12	1%[17.5 µM]	nt	nt	12%[13.1 µM]	2.0%[10.1 µM]	nt	nt
COC(=O)c1cc(S(=O)(=O)N2CCOCC2)c(N2CCOCC2)cc1N1CCOCC1	3%	-20%[38.3 µM]	-8%[46.1 µM]	8%	-2.1%	3%	-5%
O=C1Nc2ccc(F)cc2C12Nc1ccccc1-c1nnc(SCc3ccccc3F)nc1O2 (stereo not given)	-11%	-12%[38.3 µM]	-6%[46.1 µM]	-6%	-1.4%	-5%	12%
CC(=O)Nc1ccc(NC(=O)C2CCCCC2C(=O)O)cc1 (stereo not given)	2%	7%	9%	2%	1.3%	2%	5%
O=C(Cn1c(=O)n(CC2CCCO2)c(=O)c2ccccc21)c1ccccc1 (stereo not given)	8%	-6%[38.3 µM]	-15%[46.1 µM]	13%	-0.8%	-1%	13%
Cc1ccccc1NC(=O)c1ccc(CN(c2ccccc2)S(=O)(=O)c2ccccc2)cc1	-2%	1%	-10%	0%	1.5%	4%	?
COc1cc(O)c(C(CC(=O)N2CCOCC2)c2ccc(N(C)C)cc2)c(OC)c1 (stereo not given)	-4%&2%	nt	18%	-6%&-9%	0.5%	nt	nt
CCCOc1ccc2c3c(c(=O)oc2c1OCCC)CCCC3	-12%	19%[38.3 µM]	-22%[46.1 µM]	11%	-2.2%	-3%	?
O=C(OCC(=O)c1c[nH]c2ccccc12)c1ccc(Br)o1	-1%	12%[38.3 µM]	-16%[46.1 µM]	-2%	-1.0%	-5%	19%
CCCN1C(=O)/C(=N\OCC(=O)NCC(F)(F)F)c2ccccc21	7%	7%	1%[46.1 µM]	-8%	1.1%	-1%	-3%
CCC(Sc1nc(C)cc(C)n1)C(=O)NC1=NN=C(c2ccc(C)cc2)CS1 (stereo not given)	-10%	-3%[38.3 µM]	-12%[46.1 µM]	-25%	2.6%	-1%	?
Cc1ncn(-c2ccc(C(=O)Oc3ccccc3)cn2)n1	2%	-7%	3%	4%	9.7%	-3%	?
O=C(N/N=C1\CCSC1)c1cc(Cl)ccc1O	-4%	-5%	-5%	-7%	-1.3%	-4%	-9%[46 µM]
COC(=O)C1(C(=O)OC)Sc2ccccc2C1=O	9%	8%[38.3 µM]	-7%[46.1 µM]	9%	1.1%	1%	?
CCN1CCN(C(c2ccc(OC)cc2)c2nnnn2Cc2ccc3c(c2)OCO3)CC1 (stereo not given)	-2%	4%	-12%	0%	3.1%	-2%	?
CN(C)CCO[C@@H](c1ccc(Cl)cc1)c1ccccn1	18%[29.1 µM]	16%	nt	0%[21.7 µM]	1.4%[16.9 µM]	1%[17.1 µM]	-8%
CCn1c(CNc2ccccc2Cl)nnc1SCC(=O)NCc1ccccc1	3%	nt	-12%[46.1 µM]	2%	-1.9%	nt	-1%
CCOC(=O)c1nnn(-c2nonc2N)c1-c1ccc(OC)cc1	-21%	6%[38.3 µM]	-3%[46.1 µM]	13%	0.0%	5%	-7%
CC1(C)C2CCC1(CS(=O)(=O)N1CCC(C(=O)O)CC1)C(=O)C2 (stereo not given)	5%	nt	14%	12%	0.0%	nt	nt
N#Cc1ccc(N2C(=O)[C@@H]3C(C(=O)c4ccc5ccccc5n4)=NN[C@@H]3C2=O)cc1	7%	12%	-13%[46.1 µM]	-3%	2.3%	-3%	-3%
Cc1ccc(OCC(=O)NCCO)c(Br)c1	0%	2%	-14%	-7%	-6.2%	8%	nt
COc1ccc(C(C#N)N2CCOCC2)cc1 (stereo not given)	2%	2%	0%[46.1 µM]	10%	0.0%	0%	-7%
CCN(CC)CCNC(=O)C(=O)NCC1OCCN1C(=O)c1ccc2c(c1)OCO2 (stereo not given)	2%	-4%	7%	11%	-0.3%	2%	-8%
COc1ccc(C2(O)CN(c3ccc(C)cc3)C3=[N+]2CCCC3)cc1 (stereo not given)	-9%	20%	15%	-7%	1.1%	3%	nt
COCC(=O)Nc1cc(C(=O)NCC(C)C)ccc1Cl	4%	-1%	8%	3%	-1.0%	-4%	-2%

# Remaining list, next part
SMILES	aGal spleen mod	IMPase Li inh	NPSR antag	CBFb-RUNX1 inh	Epigenetic derep	KinaseGlo FLuc	Lamin A splicing
Cc1ccc(CSc2ncnc3ccccc23)cc1	4%	8%	-31%	21%	-0.1%	2%	-6%[46 µM]
CCCn1c(O)c(CN2CCCCC2)c(C)c(C#N)c1=O	3%	-4%[38.3 µM]	3%[46.1 µM]	-6%	-1.2%	-1%	8%
O=C(Nc1ccccc1)OCC1CCCN2CCCCC12 (stereo not given)	5%	20%[38.3 µM]	3%[46.1 µM]	0%	-1.0%	-5%	5%
O=C(O)c1cc(CN2CCOCC2)oc1-c1ccccc1	-3%	17%[38.3 µM]	-11%[46.1 µM]	3%	1.1%	3%	8%
COC(=O)C1=CNC=C(C(=O)OC)C1c1cccc(OC)c1	?	-2%[38.3 µM]	11%[46.1 µM]	7%	-1.1%	1%	-1%
CCC(C)NC(=O)CC(c1ccccc1)c1cc(C)ccc1O (stereo not given)	3%	5%	-9%	2%	1.1%	1%	nt
CN(C)CCn1c(C(=O)O)cc2ccccc21	-3%	-2%[38.3 µM]	6%[46.1 µM]	5%	3.8%	-1%	0%[0.0737 µM]
Nn1c(COc2ccc(Cl)cc2)nc2ccccc2c1=O	-3%	-5%	-9%	-5%	0.0%	0%	19%
CC(Cc1c[nH]c2ccccc12)NC(=O)C1CCCNC1=O (stereo not given)	-23%	-15%[38.3 µM]	8%[46.1 µM]	6%	-1.0%	0%	2%

# Another view of some results above.
> CN(C)CCn1c(C(=O)O)cc2ccccc21
  aGal spleen mod: -3%	IMPase Li inh: -2%[38.3 µM]	NPSR antag: 6%[46.1 µM]	CBFb-RUNX1 inh: 5%	Epigenetic derep: 3.8%	KinaseGlo FLuc: -1%	Lamin A splicing: 0%[0.0737 µM]

> COC(=O)C1=CNC=C(C(=O)OC)C1c1cccc(OC)c1
  aGal spleen mod: ?	IMPase Li inh: -2%[38.3 µM]	NPSR antag: 11%[46.1 µM]	CBFb-RUNX1 inh: 7%	Epigenetic derep: -1.1%	KinaseGlo FLuc: 1%	Lamin A splicing: -1%
